Source: PubChem
KCNK9 block: blocks the human KCNK9 two-pore domain potassium channel | Q9NPC2 | HEK293 KCNK9, FluxOR thallium flux fluorescence; hits give low values | B-score at 10 µM | actives 1.2% (n = 310,000);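 active means ratio B-score over 3 SD below the library mean, with starting fluorescence within 5 SD of its mean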;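 further: negative B-score means less thallium flux so channel inhibition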
Target sequence (Q9NPC2 whole entry, looked up, the tested form may be a part): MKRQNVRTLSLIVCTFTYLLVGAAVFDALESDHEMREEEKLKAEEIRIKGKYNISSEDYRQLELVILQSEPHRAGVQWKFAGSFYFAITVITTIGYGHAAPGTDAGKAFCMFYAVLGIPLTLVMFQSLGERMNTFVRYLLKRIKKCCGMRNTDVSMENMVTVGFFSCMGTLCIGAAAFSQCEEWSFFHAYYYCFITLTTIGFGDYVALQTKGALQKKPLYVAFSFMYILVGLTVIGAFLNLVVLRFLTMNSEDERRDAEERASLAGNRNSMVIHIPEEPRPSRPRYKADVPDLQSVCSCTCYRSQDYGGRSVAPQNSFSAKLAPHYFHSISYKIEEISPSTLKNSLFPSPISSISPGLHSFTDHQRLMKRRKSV
TMEM16A act: activators or potentiators of mouse TMEM16A chloride channel; Q8BHY3; HEK293 TMEM16A/YFP-H148Q/I152L, iodide quench fluorescence; hits give low values; B-score at 10 µM; actives 0.3% (n = 340,000); AID 623877;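 active means fluorescence-ratio B-score plate-corrected deviation score at least 3 library SD below zero, with starting fluorescence score within 5 deviations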;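 further: channel opened by trigger with iodide after compound preincubation; score built on the fluorescence ratio of max minus min over baseline; more negative score means more quench and so TMEM16A activation or potentiation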
hERG rescue: compounds protecting human hERG from proarrhythmic drug block; activation (rescue from dofetilide block), less the hit threshold, % at 10 µM; Q12809; CHO-hERG, FluxOR thallium flux, dofetilide IC70 present; actives 0.51% (n = 310,000);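 active means activation above the mean of controls blocked by dofetilide plus 5 SD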;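 further: thallium influx through hERG after potassium depolarization seen as dye fluorescence rise; in these data hits start at about 4.7%; inactives centre near -7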
MrgX1 PAM: allosterically activates human MrgX1 receptor signaling; MrgX1-HEK293, Fluo-4 calcium flux, FDSS; hits give high values; B-score at 10 µM; actives 0.63% (n = 310,000);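 active means plate-corrected calcium response at least 3 library SD above typical, normal starting fluorescence, not activating the receptor alone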;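 further: compound read alongside a low EC10 to EC30 dose of BAM8-22 agonist; peak minus trough fluorescence over baseline measured at the second addition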
Target sequence (Q96LB2 whole entry, looked up): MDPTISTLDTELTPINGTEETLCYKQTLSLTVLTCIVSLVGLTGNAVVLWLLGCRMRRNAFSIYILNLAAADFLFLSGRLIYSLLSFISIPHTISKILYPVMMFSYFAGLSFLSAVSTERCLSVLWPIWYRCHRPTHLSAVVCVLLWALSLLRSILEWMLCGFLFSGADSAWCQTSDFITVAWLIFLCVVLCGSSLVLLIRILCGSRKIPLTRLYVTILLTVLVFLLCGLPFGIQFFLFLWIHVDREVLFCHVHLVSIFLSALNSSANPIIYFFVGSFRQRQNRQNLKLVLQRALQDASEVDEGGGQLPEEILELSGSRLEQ
KCNQ1 pot: potentiators or activators of human KCNQ1 potassium channel; P51787; CHO-K1 KCNQ1, thallium flux FluxOR fluorescence; hits give high values; B-score at 10 µM; actives 0.35% (n = 310,000);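 active means fluorescence ratio B-score, a plate-corrected score, at least three library SD, with initial intensity B-score within 5 SD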
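System: Stable KCNQ1 CHO-K1 line | Incubation: 90 min dye loading and 20 min compound exposure, both at room temperature | Measure: Ratio B score | Medium: Assay buffer for compound exposure, DMSO matched across wells | Compound dosing: Single-concentration screen | Probe or stimulus: K+/Tl+ depolarizing stimulus | Measured by: Kinetic FluxOR fluorescence, 10 s baseline plus 110 s post-stimulus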
KCNK3 block: human KCNK3 channel inhibition, primary screen; CHO-KCNK3 thallium flux, FluxOR fluorescence; hits give low values; B-score at 10 µM; actives 0.84% (n = 340,000); O14649;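 active means B-score under library mean minus 4 SD, starting fluorescence ratio at most library mean plus 5 SD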;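 further: more negative B-score means stronger inhibition of thallium flux through KCNK3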
RGS4 block: inhibitors of human RGS4; B-score at 10 µM; AID 463165; P49798; HEK293 M3R/RGS4 inducible, Fluo-4 calcium flux; hits give high values; triggered by carbachol at its EC20; actives 0.45% (n = 310,000);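 active means B-score, a plate-corrected calcium signal, over three deviations above library mean, with baseline fluorescence within five deviations of library mean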;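 further: RGS4 expression induced by doxycycline in cells with stable M3 receptor; B-score is computed from the integrated fluorescence ratio over baseline after carbachol; higher B-score means a larger calcium signal and so more RGS4 inhibition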
Target sequence (P49798 whole entry, looked up): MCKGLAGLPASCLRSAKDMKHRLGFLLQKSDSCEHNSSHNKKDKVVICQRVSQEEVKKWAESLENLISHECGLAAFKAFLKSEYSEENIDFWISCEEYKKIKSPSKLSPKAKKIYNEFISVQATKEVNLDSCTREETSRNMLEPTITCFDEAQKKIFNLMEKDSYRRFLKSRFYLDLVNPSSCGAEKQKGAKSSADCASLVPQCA
TMEM16A inh: mouse TMEM16A channel inhibition, primary screen | Q8BHY3 | HEK293 TMEM16A/YFP iodide influx fluorescence, ionomycin | normalized B-score (activity score, 25-100; higher = stronger inhibition) at 10 µM | actives 1.2% (n = 310,000);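 active means ratio plate-corrected score three or more library SD toward inhibition, starting fluorescence score within five deviations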;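 further: score derived from kinetic fluorescence span divided by baseline fluorescence per well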
MrgX1 agonist: activates human MrgX1 receptor signaling. Q96LB2. MrgX1-HEK293 cells, Fluo-4 calcium fluorescence, agonist mode; hits give high values. B-score at 10 µM. actives 0.44% (n = 310,000);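 active means calcium response B-score plate-corrected fluorescence ratio at least 3 library SD, with starting fluorescence B-score inside 5 SD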
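Material: HEK293 cells stably expressing human MrgX1 receptor | Quantity: 15,000 cells per well | Times: Cells plated overnight, dye loaded 0.5 h 37 °C, 0.5 h room temperature | Measured by: Kinetic Fluo-4 NW fluorescence of intracellular calcium | Control set: Positive and negative controls per plate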
KCNQ1 block: inhibitors of human KCNQ1 potassium channel | P51787 | AID 2642 | actives 1.3% (n = 310,000) | CHO-K1 KCNQ1, FluxOR thallium flux fluorescence; hits give high values | B-score at 10 µM;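 active means compounds whose thallium flux B-score, printed positive for inhibition, exceeds three library SD while starting fluorescence stays within three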;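 further: channel opened by potassium depolarization with thallium stimulus after 20 min compound exposure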
RGS4 pot: RGS4 potentiation or activation | AID 463111 | B-score at 10 µM | HEK293 M3R/inducible RGS4, carbachol calcium flux Fluo4; hits give low values | actives 0.92% (n = 310,000);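 active means B-score of the integrated calcium signal more than 4 SD below the library mean, with starting fluorescence not abnormally high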;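 further: negative B-score means reduced calcium response which marks RGS4 activation or potentiation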
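Material: Inducible-RGS4 HEK293 cells carrying M3 receptor; also added: carbachol at ECmax as muscarinic agonist stimulus; incubation: compound preincubation 20 min at room temperature before agonist; signal: Fluo4-AM (2 µM) calcium-flux fluorescence, kinetic read; measure: integrated calcium ratio converted to B score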
* marks the source's active call; other numbers are inactive results; i = inactive; / = no result given.

Each structure is followed by: KCNK9 block	TMEM16A act	hERG rescue	MrgX1 PAM	KCNQ1 pot	KCNK3 block	RGS4 block	TMEM16A inh	MrgX1 agonist	KCNQ1 block	RGS4 pot
- Cc1c2cnn(CC(=O)N3CCOCC3)c(=O)c2c(C)n1Cc1ccccc1F
→ i	i	-4.5	i	i	i	i	i	i	i	i
- Cc1cc(NC(=O)CSc2nc3cc(C(=O)NCCCOC(C)C)ccc3c(=O)n2Cc2ccco2)no1
→ i	i	-4.3	i	i	i	i	i	i	i	i
- Cc1cc(C(=O)N2CCN(c3cc(Cl)ccc3C)CC2)on1
→ i	i	-7.3	i	i	i	i	i	i	i	i
- Clc1cccc(-c2cc3nc4c(c(N5CCN(c6cnccn6)CC5)n3n2)CCCC4)c1
→ -13.3*	i	-18.2	i	i	-8.77*	i	i	i	8*	i
- CCOc1ccc(CNC(=O)C2CCN(S(=O)(=O)c3ccc4c(c3)CCCC(=O)N4)CC2)cc1
→ i	i	-4.1	i	i	i	i	i	i	i	i
- COc1cc(NS(=O)(=O)c2ccc(Br)cc2)c(OC)cc1NC(=O)c1ccco1
→ i	i	-19.9	i	i	i	i	i	i	i	i
- CCOc1ccc(CN(C)Cc2cc(=O)oc3cc(C)c(Cl)cc23)cc1
→ i	i	-2.0	i	i	i	i	i	i	i	i
- Cc1ccc(OCCCC(=O)Nc2ccc(N3CCOCC3)cc2)c(C)c1
→ i	i	-11.2	i	i	i	i	i	i	i	i
- CCSc1nc2c(c(=O)[nH]1)C(c1cccnc1)C(C(=O)OC(C)C)=C(C)N2 (centres undefined)
→ i	i	-11.3	i	i	i	i	i	i	i	i
- CCn1c(C(C)NC(=O)c2ccc(OC)c(OC)c2)nc2ccccc21 (centres undefined)
→ i	i	-11.9	i	i	i	i	i	i	i	i
- CN(CCc1cnn(C)c1)Cc1cn[nH]c1-c1ccc(-c2ccccc2)cc1
→ i	-5.57*	-3.6	i	i	i	i	i	i	i	i
- Cc1cc2cc(CCNC(=O)CC(C)C)c(=O)[nH]c2cc1C
→ i	/	-7.6	/	i	/	i	/	/	i	i
- Cc1cccc(C)c1Nc1c(-c2ccc(N3CCOCC3)cc2)nc2ncccn12
→ i	i	-5.4	i	i	i	i	i	i	i	i
- CC(C)c1ccc(S(=O)(=O)N2CCC(C(=O)N3CCC3)CC2)cc1
→ i	i	-20.2	i	i	i	i	i	i	i	i
- COc1ccc(C(=O)COC(=O)CCC(=O)Nc2ccc(C(C)=O)cc2)cc1
→ i	i	-5.7	i	i	i	i	i	i	i	i
- NC(=O)CSc1nnc(NC(=O)c2ccc(S(=O)(=O)N3CCOCC3)cc2)s1
→ i	i	-11.9	i	i	i	i	i	i	i	i
- Cc1onc(-c2ccccc2Cl)c1C(=O)N1CC(C)CC(C)C1 (centres undefined)
→ i	i	-8.4	i	i	i	i	i	i	i	i
- Cc1nn(C(=O)c2cccc([N+](=O)[O-])c2)c(C)c1Br
→ i	i	-10.2	i	i	i	i	i	i	i	i
- O=C(CN1C(=O)c2ccccc2C1=O)Nc1cccnc1
→ i	i	0.9	i	i	i	i	i	i	i	i
- COc1cc(CCC(=O)OCC(=O)NCC2CCCCC2)cc(OC)c1OC
→ i	i	-13.6	i	i	i	i	i	i	i	i
- COc1ccc(S(=O)(=O)N2CCOC2CNC(=O)C(=O)NCCN2CCOCC2)cc1 (centres undefined)
→ i	i	-4.5	i	i	i	i	i	i	i	i
- COc1ccc(NC(=O)c2cc3n(n2)C(C(F)(F)F)CC(c2ccc(OC)cc2)N3)cc1 (centres undefined)
→ i	i	-11.3	i	i	i	i	i	i	i	i
- Cc1cccn2c(CNC3CCCc4ccccc43)c(C(=O)N3CCOCC3)nc12 (centres undefined)
→ i	i	-12.8	i	i	i	i	i	i	i	i
- Cc1ccc(CCNC(=O)C2CCC(=O)N2C(C)C)cc1 (centres undefined)
→ i	i	-9.1	i	i	i	i	i	i	i	i
- Cc1ccc(C)c(OCc2cc(C(=O)N3CC[C@H](O)C3)no2)c1
→ i	i	-4.8	i	i	i	i	i	i	i	i
- CN1CCC(OC(=O)c2cccc(Cl)c2)CC1
→ i	i	-13.4	i	i	i	i	i	i	i	i
- Cc1oc(-c2cccc(Cl)c2)[n+]([O-])c1C
→ i	i	-2.0	i	i	i	i	i	i	i	i
- COc1ccccc1CN1CC(C(=O)NCc2cc(F)cc(C(F)(F)F)c2)CCC1=O (centres undefined)
→ i	i	-6.9	i	i	i	i	i	i	i	i
- CCC(=O)NC(=S)N1CCN(c2ccc([N+](=O)[O-])cc2Cl)CC1
→ i	i	-2.1	i	i	i	i	i	i	i	i
- Cc1cc(C#N)c2ccccc2n1
→ i	i	-7.4	i	i	i	i	i	i	i	i
- CC(C)OC(=O)c1ccc(N)cc1
→ i	i	-4.7	i	i	i	i	i	i	i	i
- Cc1cccc(NC(=S)NNC(=O)CCn2cc(C)cn2)c1
→ i	i	-5.7	i	i	i	i	i	i	i	i
- CCOc1cc(N2CCOCC2)c(OCC)cc1NC(=O)CN1C(=O)C2CC=CCC2C1=O (centres undefined)
→ i	i	7.2*	i	i	i	i	i	i	i	i
- COc1ccc2[nH]cc(C(=O)CN3CCC(C)CC3)c2c1
→ i	i	-11.2	i	i	i	i	i	i	i	i
- Cc1n[nH]c(C)c1CCC(=O)N/N=C/c1cccs1
→ i	i	-7.6	i	i	i	i	i	i	i	i
- C/C(CC(=O)Nc1ccccn1)=N\NC(=O)c1ccc(C)cc1
→ i	i	-2.5	i	i	i	i	i	i	i	i
- CCOC(=O)c1c(C)oc2cc(Br)c(O)c(Br)c12
→ i	i	-7.7	i	i	i	i	i	i	i	i
- COc1ccc(NC(=O)c2cccc(NC3=NC4CS(=O)(=O)CC4S3)c2)cc1Cl (centres undefined)
→ i	i	-11.9	i	i	i	i	i	i	i	i
- COC(=O)c1c(NC(C)=O)sc(C)c1C
→ i	i	-12.2	i	i	i	i	i	i	i	i
- Cc1nn(C)c(C)c1NC(=O)Nc1ccc(Cl)c(Cl)c1
→ i	i	-20.9	i	i	i	i	i	i	6*	i
- CCOC(=O)C(CC)Sc1nc2c(cnn2-c2ccc(F)cc2)c(=O)[nH]1 (centres undefined)
→ i	i	-12.1	i	i	i	i	i	i	i	i
- Clc1cccc(CN2CCN(Cc3ccco3)CC2)c1
→ i	i	-0.7	i	i	i	i	i	i	i	i
- COc1ccc(/C=N/NC(=O)c2cc(C3CC3)[nH]n2)cc1OC
→ i	i	-5.2	i	i	i	i	i	i	i	i
- COC(=O)CC1C(=O)NCCN1C(=O)Nc1ccccc1 (centres undefined)
→ i	i	-14.1	i	i	i	i	i	i	i	i
- Cc1ccc(C(=O)CSc2ccccc2C(=O)O)cc1
→ i	i	-6.5	i	i	i	i	i	i	i	i
- Cc1ccc(-n2ncc3c2CC(C)(C)CC3NC(=O)c2ccncc2)cc1 (centres undefined)
→ i	i	-7.8	i	i	i	i	i	i	i	i
- NC(=O)N/N=C/c1c(F)c(F)c(F)c(F)c1F
→ i	i	-2.6	i	i	i	i	i	i	i	i
- CCOC(=O)C(C)(C)Sc1nc2c(cnn2-c2ccc(Cl)cc2)c(=O)[nH]1
→ i	i	-14.5	i	i	i	i	i	i	i	i
- CC(=O)COc1coc(CN2CCN(c3ccc(F)cc3)CC2)cc1=O
→ i	i	-1.4	i	i	i	i	i	i	i	i
- CCOC(=O)C1=C(C)NC(C)=C(C(=O)OCC)C1C(=O)OC1CCOC1=O (centres undefined)
→ i	i	-0.4	i	i	i	i	i	i	i	i
- CN(CC1CCCO1)S(=O)(=O)c1ccc(C(=O)Nc2ccccc2F)cc1 (centres undefined)
→ i	i	-4.9	i	i	i	i	i	i	i	i
- Cn1c(=O)c2c(nc(CN3CCC(C(N)=O)CC3)n2Cc2ccccc2F)n(C)c1=O
→ i	i	-14.7	i	i	i	i	i	i	i	i
- Cc1ccc(N(CC(=O)NC2CCCCC2C)S(=O)(=O)c2c(C)noc2C)cc1 (centres undefined)
→ i	i	-7.1	i	i	i	i	i	i	i	i
- Cc1nn(Cc2ccccc2Cl)c(C)c1NC(=O)c1cc(-c2ccc(F)cc2)on1
→ i	i	-7.8	i	i	i	i	i	i	i	i
- O=S(=O)(Cc1ccccc1)Nc1cccc(F)c1
→ i	i	-5.9	i	i	i	i	i	i	i	i
- CC1CCCN(C/C(O)=C(\C#N)c2nc3ccccc3[nH]2)C1 (centres undefined)
→ i	i	-8.1	i	i	i	i	i	i	i	i
- COC(=O)c1ccc(NC(=O)N2CCOCC2)cc1
→ i	i	-3.0	i	i	i	i	i	i	i	i
- COCC(C)n1c(SCC(=O)NCCC2=CCCCC2)nc2ccccc2c1=O (centres undefined)
→ i	i	-7.3	i	i	i	i	i	i	i	i
- CCOC(=O)c1cc(-c2csc(COc3ccccc3)n2)on1
→ i	i	-9.9	i	i	i	i	i	i	i	i
- CCC(=O)Nc1ccc(C(=O)NNC(=O)c2cccs2)cc1
→ i	i	-6.3	i	i	i	i	i	i	i	i

Next section:
Each structure is followed by: KCNK9 block	TMEM16A act	hERG rescue	MrgX1 PAM	KCNQ1 pot	KCNK3 block	RGS4 block	TMEM16A inh	MrgX1 agonist	KCNQ1 block	RGS4 pot
- CCc1nc(N2CCN(S(C)(=O)=O)CC2)c2c3c(sc2n1)CCCC3
→ i	i	-15.5	7.3*	i	i	i	i	i	i	i
- NS(=O)(=O)c1ccc2nc(NC(=O)CS(=O)(=O)c3ccccc3)sc2c1
→ i	i	-2.7	i	i	i	i	i	i	i	i
- CCn1c(SCC(=O)N2CCN(C(=O)c3ccco3)CC2)nnc1C(C)C
→ i	i	-5.3	i	i	i	i	i	i	i	i
- COC(=O)c1ccc(NC(=S)Nc2ccccc2)cc1
→ i	i	-11.1	i	i	i	i	i	i	i	i
- CCCCC(=O)N/N=C(C)/C=C/c1ccccc1F
→ i	i	-13.4	/	i	i	i	/	/	i	i
- ON1C(c2ccccc2C(F)(F)F)N(O)[C@H]2CCCC[C@H]21 (some centres undefined)
→ i	i	-9.8	i	i	i	i	i	i	i	i
